# Compound activity from PubChem.
# USP2a inh – qHTS Assay for Inhibitors of Ubiquitin-specific Protease USP2a Using CHOP2 as the Reporter | Ubiquitin carboxyl-terminal hydrolase 2 (Homo sapiens), O75604 | actives 0.01% (n = 330,000) | AID 463254, 2010 | USP2 core, Ub-CHOP2 coupled fluorogenic reporter, 485/531 | Potency, µM (series often up to 38.3 µM), for inactives: top-dose activity change, negative = inhibition, most hits filed as inhibitors;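 also: potency is read from the fitted curve at half-maximal effect; plate controls were DMSO wells for no effect and full inhibition by NEM control for full effect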
#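 Cell-free coupled assay: 10nM USP2 core preincubated 30min RT with compound in Tris-HCl pH 8.0/CaCl2/CHAPS buffer, then 25nM Ub-CHOP2 and 25nM reporter substrate; fluorescence (Ex 485/Em 531) read after 60min RT, normalized to NEM inhibition, concentration-response curves fitted.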
# Chronic BCR inh – qHTS Assay to Find Inhibitors of Chronic Active B-Cell Receptor Signaling | Potency, µM (titrated, usually from 46.1 µM), for the others: at the highest dose ratio change, negative = lower green/red ratio, actives largely listed as inhibitors | actives 0.05% (n = 340,000) | ABC-DLBCL IkBa-CBG/CBR reporter, luminescence ratio, 4 h; active = well fitted inhibition curve with a large enough effect in the signal ratio, with a control signal flat, not every such curve was filed as active; inconclusive = small, poorly fitted or top-dose-only effect, or effect the other way, or a change in a side signal; the % refers to the signal ratio;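 also: potency is read from the fitted curve at half-maximal effect; plate controls were basal doxycycline-induced cells for no effect and cells given 10 µM MG132 for full effect; MG132 reads +100%, hits lower the ratio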
#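 Concentration-response series (up to 46 uM) were applied to TMD8 dual-reporter cells for 4 h at 37C with doxycycline. Green/red ratio, after filter-overlap correction, defined %Activity; red signal alone was normalised to basal cells and zero luminescence.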
# Mito fusion yeast – qHTS Assay for Small Molecule Inhibitors of Mitochondrial Division or Activators of Mitochondrial Fusion. S. cerevisiae fusion-defective mutant growth rescue, CellTiterGlo 48 h. Potency, µM (series often up to 46.1 µM), without a hit: top-dose growth rescue (activation), hits mostly activators. actives 0.23% (n = 320,000). AID 485298, 2010;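 also: potency is read from the fitted curve at half-maximal effect; % of control where 0% means no effect; nearly all actives have a fitted effect of over 45% in size; temperature-sensitive fusion mutants such as fzo1-1 at 37 °C on non-fermentable ethanol glycerol medium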
#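 Yeast fusion mutant, YPEG (non-fermentable carbon), compound, 48 h at 37C non-permissive; CellTiterGlo added, 10 min RT, luminescence read. Rescued growth = division inhibition.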
# Menin MLL FP TR – qHTS Assay for Inhibitors Targeting the Menin-MLL Interaction in MLL Related Leukemias: Competition With Texas Red Labeled MLL-derived Mutant Peptide; O00255; Menin + Texas Red MLL mutant peptide, fluorescence polarization; Potency, µM (highest dose often 61.6 µM), for inactives: at the top dose FP activity change, negative = inhibition, most hits filed as inhibitors; actives 0.23% (n = 270,000); AID 1768, 2009; active = well fitted inhibition curve with a large enough effect in the polarisation, with a control signal flat, not every such curve was filed as active; inconclusive = small, poorly fitted or top-dose-only effect, or effect the other way, or a change in a side signal; inactive = no such curve, though single readings can be large or run the other way; the % refers to the polarisation; also: potency is read from the fitted curve at half-maximal effect; % of control where 0% means no effect; many of its hits are not listed in these tables
# hERG WT inh – qHTS for Inhibitors of KCHN2 3.1: Wildtype qHTS | actives 0.37% (n = 340,000) | U2OS, BacMam KCNH2, thallium flux FluxOr; hits give low values | activity change, % at 1.84 µM | Voltage-gated inwardly rectifying potassium channel KCNH2 (Homo sapiens), Q12809;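 active = maximum activity change below -70%; inconclusive = maximum activity change between -70% and -50%; inactive = maximum activity change above -50%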; also: % is scaled to controls: 0 for no effect and ±100 for the full control effect
#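 U2OS cells transduced with wild-type KCNH2 virus are loaded with FluxOr dye for 45 min, and thallium flux is measured in kinetic reads before and after stimulation buffer. Rate constants are normalized to DMSO controls.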
# MBNL1-CUG inh – qHTS Assay for Inhibitors of MBNL1-poly(CUG) RNA binding. actives 0.036% (n = 280,000). TR-FRET MBNL1-His/biotin-(CUG)12 binding, 665/545 ratio. Potency, µM (series often up to 57.5 µM), for inactives: at the top dose activity change, negative = inhibition, actives largely listed as inhibitors; active = well fitted inhibition curve with a large enough effect in the signal ratio, with a control signal flat, not every such curve was filed as active; inconclusive = small, poorly fitted or top-dose-only effect, or effect the other way, or a change in a side signal; inactive = no such curve, though single readings can be large or run the other way; the % refers to the signal ratio; also: potency is read from the fitted curve at half-maximal effect; % is scaled to controls: 0 for no effect and ±100 for the full control effect
#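 MBNL1-His + Biotin-(CUG)12, cpd titration 92 nM–58 uM; Tb anti-His Ab 0.055 ng/ul, SA-XL665 5 nM (final); 60 min RT; ratiometric 665/545 nm, Ex 340 nm; normalized to buffer and full-complex controls.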
# TSHR antag – Antagonists of the Thyroid Stimulating Hormone Receptor: HTS campaign; TSHR-expressing cells, TSH-stimulated cAMP HTRF, 2 h; hits give low values; activity change, negative = inhibition, % at 11.5 µM; actives 0.2% (n = 330,000); AID 504810, 2011;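 active = activity change below a set negative limit, meaning inhibition stronger than a set level, cut at about -70% in these data; inconclusive = activity change between two set negative limits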; also: % is scaled to controls: 0 for no effect and ±100 for the full control effect
#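 TSHR-expressing cells were treated with compounds, then stimulated with TSH at EC80 (4nM final) for 2 hours at 37 deg C. Cellular cAMP was measured by HTRF competition between lysate cAMP and cAMP-d2 for a cryptate-labelled anti-cAMP antibody.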
# S-ASM inh – Inhibitors of Secretory Acid Sphingomyelinase (S-ASM): qHTS; Sphingomyelin phosphodiesterase (Homo sapiens), P17405; placental ASM, HMU-PC fluorogenic substrate, 60 min; Potency, µM (doses to about 57.5 µM), without a hit: at the top dose activity change, negative = inhibition, usual class: inhibitors; actives 0.006% (n = 340,000); also: potency is read from the fitted curve at half-maximal effect
#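 Human placenta-derived ASM enzyme was preincubated with compound for 10 minutes at room temperature, then given fluorogenic substrate HMU-PC0 (9 uM final) for 60 minutes at 37 °C; a pH 10 stop preceded fluorescence reading at Ex 386/Em 447 nm.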
# Eya2 inh – qHTS Assay for Inhibitors of the Phosphatase Activity of Eya2; recombinant Eya2, OMFP fluorescence dephosphorylation (OMFP is methylfluorescein phosphate); Potency, µM (highest dose often 76.9 µM), inactives show top-dose activity, negative = inhibition, usual class: inhibitors; actives 0.006% (n = 330,000); also: potency is read from the fitted curve at half-maximal effect; % is scaled to controls: 0 for no effect and ±100 for the full control effect
#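 Eya2 protein (added as 0.2 uM solution) was preincubated with compound for 10 min at ambient temperature in 50 mM HEPES pH 7.5, 50 mM NaCl, 5 uM MgCl2, 0.05% BSA, 1 mM DTT. OMFP (added at 50 uM) then reacted 10 min; fluorescence read at 485/525 nm.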
# GALK inhibitor – qHTS Assay for Inhibitors of Human Galactokinase (GALK). P51570. Purified GALK, Kinase-Glo residual ATP luminescence. Potency, µM (top dose mostly 57.5 µM), for the others: top-dose activity change, negative = inhibition, usual class: inhibitors. actives 0.007% (n = 270,000). AID 1868, 2009; also: potency is read from the fitted curve at half-maximal effect; % is scaled to controls: 0 for no effect and ±100 for the full control effect
# Target sequence (P51570 whole entry, looked up): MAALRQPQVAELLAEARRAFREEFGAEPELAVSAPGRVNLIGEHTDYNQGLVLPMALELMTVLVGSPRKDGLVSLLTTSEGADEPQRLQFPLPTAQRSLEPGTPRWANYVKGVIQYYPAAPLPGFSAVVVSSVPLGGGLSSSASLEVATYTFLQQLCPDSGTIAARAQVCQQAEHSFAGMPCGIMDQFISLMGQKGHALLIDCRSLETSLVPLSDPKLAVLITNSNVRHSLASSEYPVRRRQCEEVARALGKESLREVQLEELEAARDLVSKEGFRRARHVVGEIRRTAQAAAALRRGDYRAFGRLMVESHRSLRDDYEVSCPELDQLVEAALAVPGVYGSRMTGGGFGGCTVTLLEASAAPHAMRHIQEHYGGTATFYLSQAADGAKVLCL
#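 Kinase-Glo Plus luminescence measured ATP left after a 1 h room-temperature reaction. The reaction used 5 nM GALK, 100 uM galactose and 35 uM ATP at pH 8.0 (20 mM HEPES, 5 mM MgCl2, 60 mM NaCl, 1 mM DTT, 0.01% BSA).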
# PKM2 activator – qHTS Assay for Activators of Human Muscle isoform 2 Pyruvate Kinase; Pyruvate kinase PKM (Homo sapiens), P14618; purified PKM2, Kinase-Glo ATP luminescence, activation; response scale: 0% is enzyme alone, no compound; Potency, µM (doses to about 57.5 µM), inactives show at the highest dose activation, most hits filed as activators; actives 0.34% (n = 260,000); AID 1631, 2009; also: potency is read from the fitted curve at half-maximal effect; % is scaled to controls: 0 for no effect and ±100 for the full control effect; nearly all actives have a fitted effect of over 55% in size
# Target sequence (P14618 whole entry, looked up, canonical isoform): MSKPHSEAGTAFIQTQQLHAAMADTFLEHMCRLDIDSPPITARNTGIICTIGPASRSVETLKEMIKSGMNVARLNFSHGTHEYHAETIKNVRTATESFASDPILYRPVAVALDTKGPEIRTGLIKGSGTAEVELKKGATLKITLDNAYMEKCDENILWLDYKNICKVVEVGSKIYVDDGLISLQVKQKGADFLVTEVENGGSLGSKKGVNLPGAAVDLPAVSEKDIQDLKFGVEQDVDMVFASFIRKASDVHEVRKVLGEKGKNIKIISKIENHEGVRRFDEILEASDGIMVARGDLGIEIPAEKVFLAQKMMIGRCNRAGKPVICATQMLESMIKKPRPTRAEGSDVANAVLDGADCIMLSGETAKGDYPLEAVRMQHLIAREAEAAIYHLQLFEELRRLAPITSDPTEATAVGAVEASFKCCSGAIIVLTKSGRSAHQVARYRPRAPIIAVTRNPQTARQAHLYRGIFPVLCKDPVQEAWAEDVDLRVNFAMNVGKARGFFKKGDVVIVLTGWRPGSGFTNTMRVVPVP
#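 Purified hPK-M2 (>95%) run at intermediate activity with 0.1 mM ADP and 0.5 mM PEP in 50 mM imidazole pH 7.2, KCl, MgCl2; 1 h room temperature. ATP formed read by Kinase-Glo luminescence; normalized to uninhibited and no-enzyme controls.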
# Active calls of the source: *; ? = inconclusive; / = not tested or not shown; [ ] = remark or other dose. Unless noted, calls follow the shape of the dose curve; as a rule, active = well fitted curve in the direction sought with a large enough effect; inconclusive = small, poorly fitted or top-dose-only effect, or another doubt; inactive = no such curve, though single readings can be large; an effect the other way counts as inactive or inconclusive.
item	Compound	USP2a inh	Chronic BCR inh	Mito fusion yeast	Menin MLL FP TR	hERG WT inh	MBNL1-CUG inh	TSHR antag	S-ASM inh	Eya2 inh	GALK inhibitor	PKM2 activator
1	Cc1onc(-c2ccccc2)c1-c1ccnc(N)n1	0%	-12%	-23%	/	-4	1%	-9	-3%	-7%	1%	0%
2	Cc1ccc(C)c(NC(=O)C(=O)NCc2ccccn2)c1	2%	3%	-3%	0%	-9	/	20	1%	5%	1%	-1%
3	Cc1[nH]c2ccc(C(=O)NC3CCCC3)cc2c1C	-2%	1%	5%	/	-12	/	-7	1%	-4%	/	/
4	C=CCOC(=O)C1=C(C)NC(=O)NC1c1ccc(N(C)C)cc1 (stereo not drawn)	1%	-6%	-2%	-11%	-18	-3%	-14	-2%	-5%	-2%	1%[11.5 µM]
5	O=c1c(Cc2ccccc2)c(O)ccn1Cc1ccc2c(c1)OCO2	-1%	2%	-4%	-16%	/	-4%	-6	4%	7%	1%	-16%
6	CN(C)c1cccc(C(=O)OCC(=O)NC2CCCC2)c1	1%	0%	1%	-3%	-13	-5%	0	6%	-27%	/	/
7	COc1ccc(OC)c(S(=O)(=O)NC(C)c2ccc(-n3ccnc3)cc2)c1 (stereo not drawn)	0%	0%	0%	/	12	/	4	1%	11%	/	/
8	C=CCn1c(SCC(=O)O)nnc1-c1ccc(C(C)(C)C)cc1	0%	?	-1%	-14%	-11	-7%	-14	2%	-8%	-3%	-3%
9	CCOC(=O)C1CCN(S(=O)(=O)c2ccc(CN3C(=O)c4cccnc4C3=O)cc2)CC1	-1%	-2%	10%	0%	-1	?	34	2%	-15%	4%	/
10	C=CCn1c(NCCO)nc2sc3c(c2c1=O)CCC3	4%	2%	-3%	1%	-4	1%	-8	3%	4%	0%	5%
11	O=C(O)c1ccc(CSc2ccccn2)cc1	0%	1%	-2%	-3%	5	-12%	-9	4%	2%	-2%	-1%
12	Cc1ccc2[nH]cc(S(=O)(=O)c3ccc(C(C)C)cc3)c(=O)c2c1	-2%	6%	-12%	-10%	-6	-5%	-5	0%	3%	3%	/
13	COc1ccccc1S(=O)(=O)NCc1ccc(C(=O)NC(C)c2ccccn2)cc1 (stereo not drawn)	5%	1%	-3%	/	-8	/	2	-2%	12%	/	/
14	CC(C)c1ccc(N(CC(=O)N/N=C/c2ccc(OC3CSC3)cc2)S(=O)(=O)c2ccccc2)cc1	-4%	-6%	0%	-14%	-1	?	3	-6%	-10%	-5%	-6%
15	COc1ccc2c(c1)CCc1c(C(=O)NCCc3ccc(OC)c(OC)c3)noc1-2	-6%	?	1%	2%	-4	-12%	-18	-2%	-21%	-2%	-3%
16	Cc1ccc(C)c(NC(=O)CCN2CCC(C)CC2)c1	1%	0%	0%	1%	13	1%	14	1%	5%	0%	-1%[11.5 µM]
17	Nc1cccc(CCc2nc3ccccc3[nH]2)c1	-1%	5%	-3%	-2%	50	-19%	22	4%	2%	/	3%
18	COc1ccc2oc(=N)c(C(=O)Nc3ccc(Br)cc3)cc2c1	-1%	-1%	6%	28%	10	10%	-16	34%[activator]	-2%	-1%	3%
19	COc1ccc(COC(=O)c2cc(S(=O)(=O)N3CCCCC3)ccc2N2CCOCC2)cc1	3%	-9%	-3%	/	0	/	7	-1%	18%	/	/
20	O=C(CNC(=S)N(Cc1ccccc1)Cc1ccccc1F)NCc1ccccc1	-8%	?	-12%	4%	-2	0%	-12	-2%	-12%	3%	-6%
21	COc1ccc(C(CC(=O)O)NC(=O)c2ccco2)cc1 (stereo not drawn)	-2%	0%	-5%	-9%	-15	0%	6	4%	30%	-3%	2%
22	CCc1c(-c2ccccc2)[n+](=O)c2c(n1[O-])CCC2	1%	-10%	1%	/	1	11%	-4	-1%	9%	-1%	3%
23	O=C1CCC/C=C/C[C@@H](CC(=O)N(CCO)Cc2ccccc2)C(=O)NC[C@@H](c2ccccc2)O1	-1%	0%	/	/	5	/	4	-10%	5%	/	/
24	O=C(CNc1ccccc1F)Nc1cc(S(=O)(=O)N2CCCCC2)ccc1Cl	-8%	2%	14%	/	-4	/	-13	-3%	10%	/	/
25	Cc1cccc(C)c1OCC(=O)N/N=C/c1cccn1C	3%	?	-5%	0%	-4	8%	-9	-1%	-26%	-5%	8%
26	COc1ccc(S(N)(=O)=O)cc1C(=O)OCC(=O)N1c2ccccc2NC(=O)C1(C)C	3%	2%	/	/	-1	/	1	0%	-27%	/	/
27	O=C(NCc1ccc2c(c1)OCO2)C1CCC(=O)N1C1CCCCC1 (stereo not drawn)	-1%	2%	-2%	/	-3	-6%	4	-2%	-5%	-2%	0%
28	COc1ccc(NC(=O)C2CCC(CNS(=O)(=O)c3csc(C(N)=O)c3)CC2)cc1OC (stereo not drawn)	1%	?	2%	/	-13	-3%	17	9%	6%	0%	/
29	CN(C)/C(CN1CCCCC1)=C1\N=C(c2ccccc2)OC1=O	4%	1%	1%	/	8	10%	-5	-8%	-3%	-4%	0%
30	CCOC(=O)C1(Cc2cccc(F)c2)CCN(C(=O)c2cscn2)CC1	1%	-1%	2%	-21%	13	-16%	-10	4%	10%	-1%	-2%
31	Cc1ccc(C)c(NC(=O)C2CCCN(S(=O)(=O)c3cccnc3)C2)c1 (stereo not drawn)	1%	-1%	0%	/	-10	-3%	-14	0%	6%	2%	/
32	Cc1ccc(Nc2c(-c3ccccc3O)nc3cnccn23)cc1	2%	3%	?	?	2	14%	2	-29%	1%	2%	1%
33	O=C(Cc1c(F)cccc1Cl)OCC(=O)N1CCc2ccccc21	0%	0%	/	/	1	/	-14	1%	-2%	/	/
34	CCCOc1ccc(C(=O)Nc2nc(C)c(Cc3ccc4c(c3)OCO4)s2)cc1	5%	1%	-6%	20%	-11	?	-1	7%	3%	1%	1%
35	COc1ccc(NC(=O)c2ccc3c(SCC(=O)O)c4c(nc3c2)CCCC4)c(OC)c1	-9%	29%	10%	?	-6	17%	6	4%	-2%	6%	-1%

# Only part of the results is shown; rates above refer to the full screens.
